Rac1 wt GTP bind – alters GTP binding to wildtype human Rac1; P63000; GST-Rac1 beads, fluorescent GTP binding, flow cytometry; actives lie on both sides; 0 = cold GTP competed, 100 = untreated; 190,000 tested, 0.27% active; GTP binding activity (% of control), % at 10 µM; AID 757;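 active means GTP binding activity at least 20 points away from the 100% control level, either lower or higher; inconclusive means compound flagged as likely green fluorescent, judged across all proteins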
Avidin bead fluor – avidin bead compound fluorescence profile; fluorescence (KMESF) at 10 µM; 220,000 tested, 0.38% active; Avidin beads, compound fluorescence 488/530 nm, flow cytometry; stronger effect = higher value; in the data active means fluorescence above about 47; further: inactives centre near 10
Mcl-1 Bim block – disrupts Bim peptide binding to human Mcl-1; Q07820; Bead-based flow cytometry, Bim peptide-Mcl-1 binding; inhibition, % at 10 µM; 190,000 tested, 0.1% active; AID 1009; in the data active means inhibition above about 40%;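 further: 0% = no compound tracer wells and 100% = peptide blocker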
Target sequence (Q07820 whole entry, looked up): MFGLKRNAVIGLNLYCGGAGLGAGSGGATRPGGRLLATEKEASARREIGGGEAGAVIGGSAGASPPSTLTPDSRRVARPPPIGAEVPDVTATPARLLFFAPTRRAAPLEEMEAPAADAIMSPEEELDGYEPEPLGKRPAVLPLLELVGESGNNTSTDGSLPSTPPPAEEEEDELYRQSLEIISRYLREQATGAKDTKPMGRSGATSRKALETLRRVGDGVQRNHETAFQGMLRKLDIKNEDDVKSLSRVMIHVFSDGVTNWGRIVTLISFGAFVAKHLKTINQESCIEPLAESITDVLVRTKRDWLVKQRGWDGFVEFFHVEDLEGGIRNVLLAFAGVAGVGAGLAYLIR
HRas wt GTP bind – modulators of GTP binding to human HRas wildtype; GST-Ras wt beads, Bodipy-FL-GTP binding, flow cytometry; actives lie on both sides; 190,000 tested, 0.14% active; GTP binding activity, % at 10 µM; AID 759;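 active means GTP binding activity at least 20% away from the 100% baseline, either lowered as inhibitor or raised as activator; inconclusive means flagged as likely green fluorescent, judged across all proteins in the well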;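 further: 0% = unlabeled GTP competition control and 100% = no-compound control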
Target sequence (P01112 whole entry, looked up): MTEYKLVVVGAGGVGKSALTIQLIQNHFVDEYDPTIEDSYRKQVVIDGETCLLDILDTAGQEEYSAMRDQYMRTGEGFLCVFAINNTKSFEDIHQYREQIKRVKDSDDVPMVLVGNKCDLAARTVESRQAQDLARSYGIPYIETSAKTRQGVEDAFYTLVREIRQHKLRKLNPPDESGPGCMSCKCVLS
Mcl1-Noxa inh – Mcl-1/Noxa interaction inhibition; Q07820; TR-FRET Mcl-1/Noxa peptide binding, 2 h; inhibition, % at 21.7 µM; 220,000 tested, 1.5% active;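 active means compounds that cut the protein-peptide binding signal by more than 50% relative to plate controls in a single-dose test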;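 further: His-tagged Mcl-1 with rhodamine Noxa BH3 peptide and terbium anti-His antibody; 0% = Mcl-1 plus Noxa peptide wells and 100% = peptide-only wells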
Mcl1 Bid PPI – Mcl-1/Bid interaction inhibition; Q07820; AID 1021; 220,000 tested, 0.97% active; inhibition, % at 21.7 µM; TR-FRET Mcl-1/Bid-Dy647 peptide binding, 1536-well;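 active means compounds that cut the binding signal by more than half at the single screening dose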;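 further: His-tagged Mcl-1 with europium anti-His antibody binding Bid BH3 peptide; 0% = Mcl-1 plus peptide wells and 100% = peptide-only wells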
Rab2 wt GTP – changes GTP binding to wildtype dog Rab2A, up or down; GST-Rab2 wt beads, Bodipy-GTP binding, flow cytometry; P61105; GTP binding activity, % at 10 µM; 190,000 tested, 0.19% active; AID 760;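 active means GTP binding activity at least 20 points away from 100%, either lowered or raised; inconclusive means signal likely due to the compound's own green fluorescence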;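 further: 0% = beads with excess unlabeled GTP and 100% = no-compound control corrected for plate trend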
Rac1 act GTP bind – alters GTP binding to activated mutant human Rac1. percent activity (GTP binding), % at 10 µM. 190,000 tested, 0.11% active. P63000. GST-Rac1 activated beads, fluorescent GTP binding, flow cytometry; actives lie on both sides; 100% means binding = to untreated wells;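 active means GTP binding at least 20 percentage points away from the 100% baseline, in either direction, so actives lie on both sides; inconclusive means Compound likely fluorescent itself, or too few beads counted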
Rab7 wt modul – modulators of GTP binding to dog Rab7 wildtype GTPase; GST-Rab7 beads, fluorescent GTP binding, flow cytometry; actives lie on both sides; untreated = 100%, excess cold GTP = 0%; GTP binding activity (percent of control), % at 10 µM; 190,000 tested, 0.055% active;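 active means fluorescent GTP binding to Rab7 beads changed by at least 20 points from the 100% baseline, either direction, mostly lower; inconclusive means compound itself probably fluorescent, or too few beads counted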;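 further: median green fluorescence of bound Bodipy-FL-GTP per Rab7 bead population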
Cdc42 wt – changes GTP binding to wildtype human Cdc42. percent activity (GTP binding), % at 10 µM. AID 761. 190,000 tested, 0.2% active. GST-Cdc42 beads, Bodipy-GTP binding, flow cytometry; actives lie on both sides. P60953;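 active means percent activity GTP binding at least 20 points away from the 100% baseline, either down as inhibitor or up as activator; inconclusive means compound flagged as likely green fluorescent from well-wide comparison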;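 further: median bead fluorescence of bound Bodipy-FL-GTP at 100 nM; 0% = excess unlabeled GTP control and 100% = no compound control; below 100% means less GTP binding so inhibitor and above means activator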
Target sequence (P60953 whole entry, looked up): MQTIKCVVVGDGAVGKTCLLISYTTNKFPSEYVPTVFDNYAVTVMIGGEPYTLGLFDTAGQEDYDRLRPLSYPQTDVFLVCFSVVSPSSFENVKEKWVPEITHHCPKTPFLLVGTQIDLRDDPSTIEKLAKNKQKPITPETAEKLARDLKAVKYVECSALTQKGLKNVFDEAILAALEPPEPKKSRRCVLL
Pf gamet viab – P. falciparum stage V gametocyte viability inhibition; P. falciparum stage V gametocytes, ATP luminescence, 24 h; inhibition, % at 10.9 µM; 150,000 tested, 0.065% active; AID 743093;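 active means inhibition above the mean plus 3 SD of compounds within the control limits, set per campaign, cut at about 38% in these data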;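 further: 0% = DMSO wells and 100% = medium only without gametocytes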
The depositor's hits bear a star; ? = inconclusive; / = no result given.

SMILES | Rac1 wt GTP bind | Avidin bead fluor | Mcl-1 Bim block | HRas wt GTP bind | Mcl1-Noxa inh | Mcl1 Bid PPI | Rab2 wt GTP | Rac1 act GTP bind | Rab7 wt modul | Cdc42 wt | Pf gamet viab
COc1ccc(C2C(C#N)=C(C)NC3=C2C(=O)CC(C)(C)C3)cc1 (centres undefined) | 102 | 7 | 1 | 100 | -16 | -39 | 99 | 99 | 98 | 101 | /
COC(=O)NC1(C(F)(F)F)C(=O)NC(C)=C1C(=O)OC (centres undefined) | 110 | 39 | -3 | 107 | 8 | 0 | 105 | 103 | 101 | 111 | 9
Oc1ccc(Br)cc1-c1cc(-c2ccco2)[nH]n1 | 101 | 29 | -3 | 102 | 64* | 2 | 100 | 100 | 100 | 101 | 6
COC(=O)c1nn(-c2nc(-c3ccc(OC)c(OC)c3)cc(C(F)(F)F)n2)cc1[N+](=O)[O-] | 102 | 5 | 2 | 103 | 8 | -29 | 102 | 98 | 104 | 100 | 6
CC1CC(NC(=O)CCn2c(=O)oc3ccccc32)CC(C)(C)C1 (centres undefined) | 101 | 5 | 2 | 99 | 7 | -16 | 100 | 97 | 95 | 97 | /
COc1ccc(-c2nn(C)c(=O)c3ccccc23)cc1CNC(=O)c1ccco1 | 97 | 4 | 0 | 97 | -17 | -40 | 96 | 96 | 96 | 96 | 8
FC(F)(F)c1cc(Oc2ccc(Cl)cc2)nc(-c2ccccn2)n1 | 107 | 11 | -6 | 100 | 11 | -10 | 96 | 101 | 97 | 101 | -1
CC(C)(C)c1[nH]nc2c1C(c1ccoc1)C(C#N)=C(N)O2 (centres undefined) | 108 | 11 | -5 | 109 | -2 | -32 | 112 | 105 | 99 | 112 | 2
Cn1cc([N+](=O)[O-])c(C(=O)Nc2nccs2)n1 | 96 | 6 | 0 | 93 | 4 | -8 | 94 | 95 | 93 | 95 | 0
COC(=O)C1=C(C)C(c2cccs2)NC(=O)N1C (centres undefined) | 99 | 25 | -1 | 98 | 16 | 9 | 99 | 96 | 93 | 101 | /
CCOC(=O)c1cc(=O)n(Cc2ccccc2C)c2ccccc12 | 103 | 8 | -1 | 99 | 9 | -14 | 98 | 102 | 94 | 99 | /
C=CCn1c(SCC(=O)c2[nH]c(C)c(C(=O)OCC)c2C)nc2scc(-c3ccc(OC)cc3)c2c1=O | 107 | 8 | -5 | 100 | 15 | 20 | 99 | 98 | 102 | 101 | 22
Cc1ccc(S(=O)(=O)NCCN2CCOCC2)cc1C | 98 | 15 | 0 | 96 | -3 | -9 | 96 | 97 | 95 | 98 | 20
Cc1ccc(C2SCC(=O)N2Cc2cn3ccsc3n2)o1 (centres undefined) | 99 | 5 | -5 | 98 | 13 | -48 | 99 | 96 | 100 | 97 | -20
COC(=O)CCC/C=C1/SCC(NC(=O)c2ccccc2)C1=O (centres undefined) | 101 | 13 | -1 | 98 | 34 | -51 | 96 | 97 | 95 | 99 | /
CN(C)c1nc(Oc2ccc(=O)[nH]n2)nc(N2CCCCC2)n1 | 93 | 11 | 2 | 95 | 12 | -1 | 95 | 92 | 94 | 94 | 16
Cc1c(N2C(=O)c3ccc(Br)cc3C2=O)c(=O)n(-c2ccccc2)n1C | 98 | 16 | 1 | 98 | 4 | -28 | 97 | 97 | 97 | 98 | /
COC(=O)CC(NC(=O)c1ccc(C)cc1)c1ccccc1 (centres undefined) | 100 | 18 | -2 | 99 | 5 | -25 | 99 | 99 | 98 | 99 | /
COCCCNC(=O)c1ccc(NS(C)(=O)=O)cc1 | 92 | 29 | -2 | 93 | -2 | 17 | 90 | 92 | 95 | 91 | 3
Cc1oc2ccc(O)c(CN3CCOCC3)c2c1C(C)O (centres undefined) | 102 | 5 | -5 | 98 | 8 | -33 | 98 | 101 | 97 | 97 | -6
Cc1ccc(S(=O)(=O)NC2=C(N3CCN(c4ccccc4F)CC3)C(=O)c3ccccc3C2=O)cc1 | 91 | 12 | -2 | 93 | / | -17 | 91 | 90 | 91 | 93 | /
O=C(Nc1ccccc1C(=O)NC(Cc1ccccc1)C(=O)NC1CCCCCC1)c1ccccc1 (centres undefined) | ? | 8 | 4 | ? | 6 | -12 | ? | ? | ? | ? | 5
CCOC(=O)N1CCN(C(=O)c2ccc(S(=O)(=O)NCc3ccco3)cc2)CC1 | 95 | 22 | 0 | 98 | 8 | -20 | 97 | 97 | 101 | 94 | 1
Cc1ccc(NC(=O)c2cncc(Br)c2)c([N+](=O)[O-])c1 | 104 | 2 | 0 | 103 | 12 | 1 | 101 | 101 | 99 | 99 | 7
Cc1ccc2nc3c(c(C(=O)OCC(=O)NC4CCS(=O)(=O)C4)c2c1)CCCC3 (centres undefined) | 93 | 8 | 0 | 95 | -10 | -19 | 96 | 93 | 100 | 96 | /

(more compounds)
SMILES | Rac1 wt GTP bind | Avidin bead fluor | Mcl-1 Bim block | HRas wt GTP bind | Mcl1-Noxa inh | Mcl1 Bid PPI | Rab2 wt GTP | Rac1 act GTP bind | Rab7 wt modul | Cdc42 wt | Pf gamet viab
O=C(NCc1ccccc1)c1ccc2c(c1)OCCO2 | 100 | 11 | 2 | 98 | -21 | -23 | 96 | 100 | 89 | 101 | /
NS(=O)(=O)c1cccc(NC(=O)COC(=O)CCSc2ccccc2)c1 | 100 | 14 | -7 | 100 | 4 | -36 | 98 | 99 | 98 | 100 | /
CC(C(=O)Nc1ccccc1C(=O)N1CCOCC1)N(c1ccc(Cl)cc1)S(C)(=O)=O (centres undefined) | 101 | 11 | 0 | 97 | 9 | 7 | 96 | 97 | 99 | 100 | /
CCN(C(=O)CN1CCN(S(=O)(=O)c2ccccc2C(F)(F)F)CC1)c1c(N)n(Cc2ccccc2)c(=O)[nH]c1=O | 100 | 6 | -2 | 99 | 17 | -37 | 98 | 97 | 100 | 98 | -19
CCC1(c2ccccc2)NC(=S)N(c2cccc(C)c2C)N1 (centres undefined) | 106 | 6 | -8 | 102 | 11 | -46 | 100 | 102 | 99 | 103 | 11
CC(=O)Nc1ccccc1NS(=O)(=O)c1cccc([N+](=O)[O-])c1 | 100 | 12 | 2 | 95 | -8 | -16 | 96 | 95 | 96 | 96 | /
O=C(NCCCN1CCOCC1)c1cn(-c2ccccc2)nc1-c1cccs1 | 101 | 21 | -1 | 104 | 20 | -13 | 103 | 98 | 103 | 104 | 12
O=c1cc(-c2ccccc2)c2cc3c(cc2[nH]1)OCCO3 | 103 | 9 | -2 | 96 | 0 | 14 | 98 | 93 | 101 | 95 | -15
CC(NC(=O)C(=O)N/N=C/c1ccccc1)c1ccccc1 (centres undefined) | ? | 15 | 0 | ? | 10 | 3 | ? | ? | ? | ? | 2
Cc1occc1C(=O)N1CCN(C(c2ccccc2)c2ccccc2)CC1 | 99 | 15 | 0 | 99 | -7 | -11 | 99 | 97 | 101 | 101 | -43
COc1ccc(OC)c(N2Cc3cc(C)c(C)cc3C2)c1 | 99 | 39 | 0 | 99 | 9 | -44 | 99 | 99 | 100 | 99 | -1
Cc1c(C(=O)N2CCN(c3ccc(C(F)(F)F)cn3)CC2)oc2ccccc12 | 98 | 11 | -3 | 99 | 11 | 1 | 96 | 92 | 98 | 94 | 15
CN(CCO)c1nc(N)c2c(N)nc3c(c2c1C#N)CC(=O)N3C1CCCC1 | 88 | 25 | 3 | 94 | 46 | -23 | 89 | 89 | 93 | 88 | /
NC(=O)c1ccc(-c2ncc(-c3ccccc3)o2)cc1 | 101 | 10 | 0 | 100 | 13 | -7 | 101 | 95 | 103 | 99 | /
O=C(Cc1ccc(Br)cc1)NC1CCSC1=O (centres undefined) | 98 | 9 | -2 | 96 | 10 | -19 | 104 | 93 | 109 | 95 | 5
Cc1ccc(SCc2cn3c(C)csc3n2)cc1 | 103 | 23 | -2 | 100 | 22 | -30 | 98 | 97 | 98 | 101 | /
CC(Oc1ccccc1F)C(=O)NNC(=O)c1cc2ccccc2o1 (centres undefined) | 92 | 6 | -2 | 96 | 19 | -52 | 98 | 92 | 103 | 94 | -7
CCN(CC)C(=O)C(=O)Nc1ccc(F)c(Cl)c1 | 97 | 10 | -5 | 96 | 17 | -35 | 97 | 93 | 94 | 96 | -4
Cc1nnc(SCC(=O)NCc2ccc(F)cc2)[nH]c1=O | 95 | 7 | -2 | 97 | 16 | -8 | 96 | 94 | 104 | 93 | -25
COC(=O)C1=C(CSc2nc3ccccc3s2)NC(=O)NC1c1ccc(F)cc1 (centres undefined) | 99 | 5 | -6 | 98 | 12 | 1 | 97 | 97 | 96 | 94 | -10
O=C(NCC1CCCO1)c1ccc(NC(=O)C2CC=CCC2C(=O)O)cc1 (centres undefined) | 102 | 8 | -1 | 101 | -5 | -13 | 100 | 99 | 99 | 102 | /
Cc1cc(Cl)ccc1OCC(=O)NCCOc1nc(N2CCCCC2)nc(N2CCOCC2)n1 | 110 | 10 | 0 | 103 | -11 | 8 | 102 | 100 | 106 | 103 | /
COc1cc(C(=O)NCc2nnc(SCC(=O)Nc3cc(C)on3)o2)cc(OC)c1OC | 98 | 10 | -1 | 98 | 9 | -44 | 99 | 97 | 111 | 100 | /
O=C(CSc1ncn[nH]1)CSc1ncn[nH]1 | 101 | 12 | -3 | 101 | -8 | -87 | 102 | 99 | 102 | 101 | 15
COc1ccc(-c2cc(-c3nnc(COC(=O)c4ccc(O)cc4)o3)c3ccccc3n2)cc1OC | 86 | 10 | 1 | 89 | 25 | -15 | 88 | 90 | 92 | 90 | 11
Cc1cnc(C(=O)Nc2ccccc2C(=O)N2CCOCC2)cn1 | 99 | 8 | -1 | 99 | 2 | -7 | 97 | 98 | 98 | 101 | /
NNC(=S)NCCc1ccccc1 | 93 | 8 | -1 | 94 | 5 | -25 | 95 | 92 | 102 | 89 | 18
O=S(=O)(c1cccs1)N1CN(Cc2ccccc2)c2nc3ccccc3nc21 | 102 | 10 | -2 | 109 | -1 | -13 | 107 | 101 | 103 | 106 | /
CC(C(=O)NCCCN1CCOCC1)n1cccc1C(=O)c1ccccc1 (centres undefined) | 113 | 38 | -1 | 103 | -6 | 12 | 101 | 103 | 99 | 108 | /
CCN(CC)c1ncnc2c1cnn2C | 107 | 14 | -6 | 101 | -4 | -22 | 100 | 98 | 101 | 103 | /

Part of the list above, limited to Cdc42 wt, Mcl1-Noxa inh and HRas wt GTP bind:
SMILES,Cdc42 wt,Mcl1-Noxa inh,HRas wt GTP bind
O=c1cc(-c2ccccc2)c2cc3c(cc2[nH]1)OCCO3,95,0,96
Cc1occc1C(=O)N1CCN(C(c2ccccc2)c2ccccc2)CC1,101,-7,99

Screening data from PubChem BioAssay.
